# Bioassay records (PubChem)
# IL-2 act: activates IL-2 in a cell-based reporter assay. IL-2 activation reporter assay, cell-based qHTS; stimulated with anti-CD3/CD4/CD28 beads; in transgenic mouse T cells. activation, % (series mostly up to about 46 µM). 360,000 compounds, 0.065% hits. AID 652025; in the data active = activation above about 50%; inconclusive = mostly about 30% to 49%; note: 0% is about no effect
#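 Readout: EGFP and DsRed signals by fluorescent plate cytometry. Unstimulated transgenic mouse T cells received compound 60 min before antibody-bead stimulation, then incubated 18 h at 37 degrees C.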
# Abeta yeast res: compounds reversing amyloid beta toxicity in yeast | yeast expressing A-beta42, growth rescue, OD600, 48 h; response scale: 0% DMSO, 100% iron-clioquinol control | Potency, µM (titrated, usually from 46.1 µM), for the others: at the highest dose growth rescue, usual class: activators | 410,000 compounds, 0.063% hits; note: potency is the fitted concentration of half-maximal effect; nearly all actives have a fitted effect of over 55% in size
#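 Growth rescue measured by 600 nm absorbance after 48 h yeast culture at 30 C with compound. Values normalized between DMSO and an equimolar ferric chloride plus clioquinol control.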
# EPAC1 antag: blocks human EPAC1 exchange factor | O95398 | EPAC1 GEF assay, Rap1b-BODIPY-GDP exchange fluorescence | Potency, µM (highest dose often 115 µM), for the others: top-dose activity change, negative = inhibition, usual class: inhibitors | 360,000 compounds, 0.14% hits | AID 720709;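 note: potency is the fitted concentration of half-maximal effect; plate controls were vehicle for no effect and positive control for full effect; nearly all actives have a fitted effect of over 50% in size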
# EPAC1 agonist: agonists of human EPAC1; EPAC1 agonist qHTS, biochemical assay; response scale: 100% = response to 6.5 mM cAMP; O95398; Potency, µM (top dose mostly 154 µM), for the others: at the highest dose activation, usual class: activators; 360,000 compounds, 0.073% hits; note: potency is the fitted concentration of half-maximal effect; nearly all actives have a fitted effect of over 60% in size
#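 EPAC1 100 nM, Rap1B–BODIPY-GDP 250 nM, unlabeled GDP 50 uM; compound titration; 5 min RT; kinetic read ex480/em540 at 5-min intervals ×30 min; data normalized to 6.5 mM cAMP agonist control.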
# PLK1 PBD inh: PLK1 (human) polo-box domain binding inhibition | P53350 | Plk1 PBD binding of FITC phosphopeptide, fluorescence polarization | Potency, µM, without a hit: max response, negative = inhibition, most hits filed as inhibitors | 360,000 compounds, 2.8% hits; note: potency is the fitted concentration of half-maximal effect; series mostly up to about 57 µM; % is set by controls: 0 for no effect and ±100 for the full control effect; nearly all actives have a fitted effect of over 65% in size
# Target sequence (P53350 whole entry, looked up, the tested form may be a part): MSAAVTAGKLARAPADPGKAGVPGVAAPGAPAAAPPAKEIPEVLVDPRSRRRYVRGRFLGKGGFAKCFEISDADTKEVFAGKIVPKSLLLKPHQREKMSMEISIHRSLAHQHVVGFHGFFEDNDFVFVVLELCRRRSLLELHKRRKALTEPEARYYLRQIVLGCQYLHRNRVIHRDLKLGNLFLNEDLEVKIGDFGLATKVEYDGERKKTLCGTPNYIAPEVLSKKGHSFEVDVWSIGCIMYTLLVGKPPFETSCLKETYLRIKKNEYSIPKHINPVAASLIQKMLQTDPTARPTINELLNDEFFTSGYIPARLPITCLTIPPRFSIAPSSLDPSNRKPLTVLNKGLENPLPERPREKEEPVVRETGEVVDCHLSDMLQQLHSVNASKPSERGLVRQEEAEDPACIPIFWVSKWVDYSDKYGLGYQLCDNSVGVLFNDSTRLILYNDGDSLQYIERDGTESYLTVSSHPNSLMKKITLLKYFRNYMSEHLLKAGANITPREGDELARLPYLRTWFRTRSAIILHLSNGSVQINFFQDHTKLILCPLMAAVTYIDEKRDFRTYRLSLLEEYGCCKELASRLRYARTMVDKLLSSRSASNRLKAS
# FUS yeast rescue: FUS proteinopathy suppression in yeast | S. cerevisiae FUS-expressing, growth rescue, OD600, 24 h | 390,000 compounds, 0.24% hits | AID 1347120 | Potency, µM (doses to about 76.6 µM), without a hit: top-dose growth rescue (activation), hits mostly activators;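 note: potency is the fitted concentration of half-maximal effect; plate controls were DMSO vehicle for no effect and reference control for full effect; nearly all actives have a fitted effect of over 55% in size; some results filed as inactive show a strong effect at the top dose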
#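 Restored growth of FUS-toxic S. cerevisiae, read as 600 nm absorbance after 24 h at 30C in galactose medium (starting OD 0.005). Controls CP55940 and DMSO.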
# PI5P4Ka inh: PI5P4K alpha (human) kinase inhibition | AID 652105 | max response, % | 330,000 compounds, 1.2% hits | PI5P4Kalpha enzyme, ADP-Glo luminescence, 60 min; hits give low values; active = max response of -50% or lower; inconclusive = between -30% and -50%; inactive = -30% or higher; note: value at the top dose of about 77 µM; % is set by controls: 0 for no effect and ±100 for the full control effect
# Target sequence (P48426 whole entry, looked up): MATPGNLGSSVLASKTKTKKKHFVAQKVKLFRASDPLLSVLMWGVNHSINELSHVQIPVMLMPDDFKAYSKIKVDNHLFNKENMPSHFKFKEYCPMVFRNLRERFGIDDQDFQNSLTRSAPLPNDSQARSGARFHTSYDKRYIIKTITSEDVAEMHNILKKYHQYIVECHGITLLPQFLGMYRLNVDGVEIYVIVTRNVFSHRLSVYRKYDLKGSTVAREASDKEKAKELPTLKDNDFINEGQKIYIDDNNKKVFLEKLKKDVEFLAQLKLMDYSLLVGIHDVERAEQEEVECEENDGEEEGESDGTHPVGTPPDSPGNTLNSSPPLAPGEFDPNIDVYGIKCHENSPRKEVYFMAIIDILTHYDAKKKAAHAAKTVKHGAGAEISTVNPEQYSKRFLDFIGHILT
#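 qHTS, 1536-well: enzyme/substrate mix, compound by pin tool, 5 microM ATP final; RT 60 min; ADP-Glo reagents 1 (45 min) then 2 (30 min); luminescence.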
# WRN inhibitor: WRN helicase (human) inhibition; AID 651768; WRN helicase unwinding, fluorescent forked duplex, kinetic; 360,000 compounds, 0.46% hits; Potency, µM (titrated, usually from 114 µM), inactives show at the top dose activity change, negative = inhibition, most hits filed as inhibitors; note: potency is the fitted concentration of half-maximal effect; % is set by controls: 0 for no effect and ±100 for the full control effect; nearly all actives have a fitted effect of over 55% in size
#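 Screening of the MLSMR collection measured strand separation of a quenched forked DNA duplex (100 nM) by 20 nM WRN with 2 mM ATP, all final. Compounds were preincubated with enzyme 15 min at room temperature.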
# aSyn rescue: alpha-synuclein toxicity inhibition in yeast; Potency, µM (series often up to 46.1 µM), inactives show at the highest dose growth rescue (activation), hits mostly activators; Yeast expressing alpha-synuclein, growth rescue, BacTiter-Glo, 24 h; 370,000 compounds, 0.14% hits; AID 652106; note: potency is the fitted concentration of half-maximal effect; % of control where 0% means no effect; nearly all actives have a fitted effect of over 65% in size
#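 Galactose-induced alpha-syn yeast (OD600=0.02, raffinose-pregrown) + pinned cpd, 24 hr, 30 deg C; growth by BacTiter-Glo luminescence. Growth restoration scores as activation.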
# * marks the source's active call; other numbers are inactive results; ? = inconclusive; / = not tested or not shown; & = joins results of further samples; [ ] = remark or other dose. Unless noted, calls come from the whole dose curve; as a rule, active = well fitted curve in the direction sought with a large enough effect; inconclusive = small, poorly fitted or top-dose-only effect, or another doubt; inactive = no such curve, though single readings can be large; an effect the other way counts as inactive or inconclusive.
SMILES,IL-2 act,Abeta yeast res,EPAC1 antag,EPAC1 agonist,PLK1 PBD inh,FUS yeast rescue,PI5P4Ka inh,WRN inhibitor,aSyn rescue
O=C(COC(=O)COc1ccccc1[N+](=O)[O-])Nc1ccc2c(c1)OCO2,0.3,6.4%,21.3%,-9.0%,-2.6%,20.2%,-19.1,6.4%,1.6%
COc1ccc(-c2csc(NC(=O)c3cccc(N4C(=O)CCC4=O)c3)n2)cc1OC,3.1,-3.8%,-15.8%,4.2%,-12.1%,/,-4.4,-16.2%,-6.2%
NC1=NC(=O)/C(=C/c2cn(CCC(=O)O)nc2-c2ccc(Cl)cc2)S1,0.0,-12.8%,?,-17.9%,-18.8%,/,?,?,0.4%
O=S1(=O)N=C(N2CCc3ccccc3C2)c2ccccc21,1.0,-6.5%,-6.7%,-0.6%,-7.5%,16.1%,/,6.4%,-13.4%
OCCCNc1ncnc2c1ncn2[C@H]1CN(Cc2ccc(Cl)cc2)C[C@@H](CO)O1,0.3,-25.6%,11.4%,0.5%,-9.8%,-4.2%,-15.8,-8.5%,-8.8%
CC1CCN(C(=O)c2ccc(N3C(=O)c4ccccc4C3=O)cc2)CC1,1.6,-3.0%,-0.1%,0.8%,-9.2%,9.2%,-4.9,-29.3%,-0.5%
COc1cc(OC)c(OC)cc1/C=C1/Cc2ccccc2C1=O,126.2*,-18.5%,-5.4%,-43.3%[inhibitor],-7.8%,10.1%,1.1,-4.0%,-10.4%
CCN(C(=O)COc1ncnc2ccc(Br)cc12)C1CCS(=O)(=O)C1 (stereo not drawn),-2.0,-5.6%,3.2%,3.9%,-15.8%,-12.5%,7.7,7.4%,-2.7%
CCCc1nc2ccccc2c(C(=O)OC2CCOC2=O)c1CC (stereo not drawn),0.1,17.2%,-17.3%,-13.0%,-5.0%,9.6%,23.9,-12.7%,2.5%
COc1ccc(-c2cc(=O)oc3c(C)c(OC(=O)c4cccs4)ccc23)cc1,-2.0,6.2%,2.2%,2.4%,-2.8%,-0.1%,-0.8,1.2%,3.0%
COc1cc(/C=C/C(=O)O)cc(S(=O)(=O)NNC(=O)c2ccc3c(c2)OCO3)c1OC,-0.6,7.8%,0.7%,-11.6%,1.9%,14.5%,5.3,3.8%,1.2%
CCOC(=O)C1(C)CCCCCN1C(=O)c1ccc(C(=O)OC)cc1 (stereo not drawn),0.2,-8.1%,-3.7%,-11.9%,-3.4%,20.5%,-3.5,5.8%[57.1 µM],-1.1%
OCC(O)C(O)C(O)c1cnn(-c2ccccc2)n1 (stereo not drawn),0.9,4.3%,-15.2%,6.4%,3.6%,-0.6%,4.1,-0.9%,2.0%
Cc1cc(C)nc(N2CCC(C(=O)Nc3ccc4c(c3)OCO4)CC2)n1,-0.6,-0.3%,-4.9%,-7.0%,1.2%,10.1%,-3.5,8.5%,-6.4%
O=C(C1CCOCC1)N1CCCC(N2CCN(c3cccc(C(F)(F)F)c3)CC2)C1 (stereo not drawn),-0.4,5.5%,-11.6%,-5.1%,-1.1%,-5.3%,-7.1,7.3%,-0.8%
Cc1ccc(C(=O)O)cc1N1CCCC1=O,0.3,-14.8%,13.6%,9.8%,-9.0%,8.0%,0.5,-2.5%,-4.7%
CN(CC(=O)NCc1ccc(F)cc1)S(=O)(=O)c1ccc2c(c1)c(=O)n(C)c(=O)n2C,-0.8,11.6%,12.1%,12.9%,-12.5%,18.1%,0.2,0.5%,-3.7%
Cc1c(Cl)cccc1NC(=O)Cn1nc(C)n2cccc2c1=O,-1.9,3.8%,11.5%,3.0%,-9.3%,16.7%,-9.4,6.0%,11.4%
COc1ccc(CCNC(=O)C2CCC(=O)N2CCc2ccccc2)cc1OC (stereo not drawn),-0.3,11.0%,-16.8%,-6.0%,0.2%,-19.9%,2.3,0.7%,-0.8%
NS(=O)(=O)c1cccc(NC(=O)c2ccccc2NS(=O)(=O)c2ccc(F)cc2)c1,0.5,4.9%,-20.6%,0.8%,-4.3%,-12.9%,-14.0,-3.6%,-1.2%
CC(OC(=O)c1cc(=O)[nH]c2ccccc12)C(=O)NC1CCCC1 (stereo not drawn),-4.0,-5.5%,9.4%,9.5%,-16.9%,/,-3.6,-14.5%,-1.1%
COCCNC(=O)CSc1nc2cc(OC)c(OC)cc2c(=O)n1Cc1ccc(OC)cc1,-0.5,8.3%,1.4%,-1.5%,0.0%,/,18.9,-13.4%,-0.8%
COc1ccc(OC)c(-c2csc(NC(=O)Cc3ccc(OC)c(OC)c3)n2)c1,-6.4,-5.3%,-27.1%,-4.2%,0.7%,22.7%,24.7,-11.4%,-0.8%
Cc1nc2ccccc2n2c(O)c(CC(=O)O)cc12,-2.6,-13.6%,25.8%,?,23.8µM*,31.8%,/,?,-2.2%
O=C(O/N=C1\C(=O)N(c2ccccc2)c2ccccc21)C1CC1,-0.3,-3.8%,5.1%,-2.9%,-24.0%,14.2%,1.6,-0.2%,3.1%

# Quoted at random: 2 compounds from above
SMILES,IL-2 act,Abeta yeast res,EPAC1 antag,EPAC1 agonist,PLK1 PBD inh,FUS yeast rescue,PI5P4Ka inh,WRN inhibitor,aSyn rescue
OCC(O)C(O)C(O)c1cnn(-c2ccccc2)n1 (stereo not drawn),0.9,4.3%,-15.2%,6.4%,3.6%,-0.6%,4.1,-0.9%,2.0%
O=C(C1CCOCC1)N1CCCC(N2CCN(c3cccc(C(F)(F)F)c3)CC2)C1 (stereo not drawn),-0.4,5.5%,-11.6%,-5.1%,-1.1%,-5.3%,-7.1,7.3%,-0.8%

# Next part
SMILES,IL-2 act,Abeta yeast res,EPAC1 antag,EPAC1 agonist,PLK1 PBD inh,FUS yeast rescue,PI5P4Ka inh,WRN inhibitor,aSyn rescue
Cc1cc(C)c[n+](CC(=O)c2ccc(-c3ccccc3)cc2)c1,-0.4,5.9%,2.0%,-5.8%,-9.2%,/,-1.5,-28.6%,-1.8%
CC(C)C(O)(C#CCN1CCCCC1)c1ccccc1 (stereo not drawn),2.1,10.3%,-7.3%,2.7%,0.1%,-20.5%,/,-3.2%,0.8%
Cc1cc([N+](=O)[O-])ccc1NC(=O)CCC(=O)N1CCCCCC1,-3.5,1.3%,-16.5%,-2.3%,-7.8%,-4.9%,-2.9,3.4%,6.4%
O=C1CC(C(F)(F)C(F)(F)C(F)(F)C(F)(F)F)=Nc2ccccc2N1,-0.6,8.7%,-8.2%,-37.4%[inhibitor],-19.9%,10.1%,11.4,5.7%,0.3%
CC(C)(C)OC(=O)N1CCN(C(=O)c2nc[nH]c2C(=O)N2CCN(C(=O)OC(C)(C)C)CC2)CC1,0.2,-0.1%,6.5%,-8.8%,-6.8%,-1.3%,-2.8,9.1%,?
N#CCCN(Cc1cccnc1)CN1C(=O)c2ccccc2C1=O,-0.3,-9.3%,-2.9%,0.4%,-13.0%,-3.2%,2.8,-0.9%,-2.5%
CCOc1cc(/C=N/n2cnnc2)ccc1OS(=O)(=O)c1ccccc1,-4.0,-4.9%,0.3%,-0.9%,0.5%,5.1%,-1.4,-14.0%[57.1 µM],5.3%
CCOCCCNC(=O)C1CCN(Cc2ccc(OCc3ccccc3)c(OC)c2)CC1,0.3,-4.2%,14.0%,7.9%,5.1%,24.9%,-1.1,3.7%,7.6%
O=C1CC(N2CCN(c3ccccn3)CC2)C(=O)N1c1ccc(Cl)cc1 (stereo not drawn),1.1,4.8%,1.4%,-2.0%,-2.8%,-26.8%,2.1,-12.6%,-7.4%
CCn1cc(S(=O)(=O)N2CCN(Cc3ccc(F)cc3)CC2)cn1,-0.6,2.1%,0.5%,6.9%,-5.4%,-23.6%,13.9,10.0%[57.1 µM],1.5%
O=C(CN1C(=O)NC2(CCOc3ccccc32)C1=O)NCC(F)(F)F (stereo not drawn),-0.1,-7.1%,-4.6%,0.6%,-11.3%,-0.6%,-6.9,-2.0%,-6.4%
COCCCNc1c2c(nc3ccccc13)CCC2,-2.5,-4.6%,11.6%,-10.5%,6.0%,-12.7%,4.5,14.7%,?
CCCCOC(=O)n1c(=O)oc2ccccc21,-2.4,-0.7%[9.22 µM],-3.5%,7.6%,-5.8%,-44.8%,10.1,-23.5%,-4.1%
CCC(=O)NC(=S)Nc1cccc(NC(=O)c2ccccc2C)c1,-0.2,10.5%,-27.0%,9.0%,-17.3%,7.6%,-4.8,-4.9%,10.5%
O=C(NCC1CCCO1)c1cc2ccccc2oc1=O (stereo not drawn),-1.2,6.3%,0.4%,-3.3%,-1.4%,-2.3%,-0.6,3.4%,5.3%
CCc1cc2cc(C)cc(C)c2nc1Cl,0.5,-5.4%,0.5%,2.2%,-7.0%,-7.5%,9.9,12.5%,-13.3%
C=CCOC(=O)Nc1nc(CCNC(=O)OC(C)(C)C)c(C(=O)O)s1,0.6,-11.2%,4.9%,-3.7%,-12.7%,-5.8%,-3.3,-3.5%,0.7%
Cc1ccc2c(c1)nnn2C1CCN(S(=O)(=O)c2ccc(C(=O)N(C)C)cc2)CC1,-1.5,18.8%,5.6%,-0.5%,0.1%,12.1%,/,-9.6%,8.1%
COc1ccc(NC(=O)C2CCN(c3cc(-c4ccccc4)nc4ncnn34)CC2)cc1OC,-0.8,27.4%,0.1%,-3.9%,-5.1%,23.0%,/,-3.5%,2.9%
Cc1cc(C)c(NC(=O)CSc2nnc(-c3ccccn3)n2N)c(Cl)c1,0.0,2.8%,-4.7%,10.1%,-17.2%,7.7%,0.2,3.9%,2.3%
CCOCCCNC(=O)Cc1ccc(OC)c(OC)c1,-0.9,6.7%,7.7%,-0.6%,-6.4%,-4.6%,2.5,0.7%,0.6%
O=C(C1CCN(S(=O)(=O)c2cccc3cccnc23)CC1)N1CCCCC1,0.5,7.0%,10.1%,2.8%,-4.1%,11.2%,-6.7,-5.0%,-3.1%
CN(CC(=O)Nc1ccc(Cl)cc1)C(=O)CCc1nc2sc3c(c2c(=O)[nH]1)CCCC3,-0.3,-7.2%,-17.3%,4.0%,-2.6%,25.4%,?,-14.3%[11.6 µM],0.8%
COc1cc(NC(=O)c2nccnc2N)cc(C(=O)Nc2cccc(C(F)(F)F)c2)c1,-0.2&0.5,2.6%&-14.1%,-13.6%&-18.3%,-12.6%&-9.6%,2.4%&0.0%,-6.4%&-0.3%,8.1&2.2,-2.7%&-4.2%,-0.6%&-4.1%
